High-throughput results as filed in PubChem.
PREPL inh: inhibits the human prolyl oligopeptidase-like enzyme; Q4J6C6; recombinant PREPL, fluorescence polarization activity-based probe; inhibition, % at 5.96 µM; 320,000 tested, 0.68% active; in the data active = inhibition above about 43%;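 also: 0% = enzyme with DMSO and 100% = wells lacking enzyme; many of its hits are not listed in these tables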
PME-1 primary: PME-1 (human) inhibition; Q9Y570; recombinant PME-1, FP-Rh probe fluorescence polarization; inhibition, % at 5.9 µM; 320,000 tested, 0.53% active; AID 2130;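 active = inhibition above the campaign mean of all compounds plus 3 SD, cut at about 26% in these data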;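 also: competitive labeling of PME-1 active site by serine hydrolase directed probe; 0% = PME-1 with DMSO and 100% = wells lacking PME-1 enzyme; inhibitors block probe labeling so polarization falls and inhibition rises; many of its hits are not listed in these tables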
Target sequence (Q9Y570 whole entry, looked up): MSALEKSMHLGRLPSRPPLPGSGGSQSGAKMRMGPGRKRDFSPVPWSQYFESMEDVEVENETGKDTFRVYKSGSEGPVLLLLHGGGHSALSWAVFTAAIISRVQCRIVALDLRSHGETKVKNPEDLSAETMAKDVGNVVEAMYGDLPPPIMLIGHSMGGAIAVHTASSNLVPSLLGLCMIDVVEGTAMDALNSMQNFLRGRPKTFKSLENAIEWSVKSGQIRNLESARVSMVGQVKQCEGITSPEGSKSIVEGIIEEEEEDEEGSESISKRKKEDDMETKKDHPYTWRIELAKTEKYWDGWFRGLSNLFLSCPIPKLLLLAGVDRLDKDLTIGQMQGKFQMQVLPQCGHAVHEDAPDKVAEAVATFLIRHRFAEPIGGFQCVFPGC
PAD4 FP inh: inhibitors of human PAD4; Q9UM07; recombinant PAD4, RCA probe fluorescence polarization; inhibition, % at 6.36 µM; 330,000 tested, 0.41% active; AID 485272;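 active = percent inhibition above a cutoff equal to the mean of all tested compounds plus 3 SD, cut at about 15% in these data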;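 also: 0% = PAD4 with RCA probe and DMSO and 100% = probe without PAD4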
Target sequence (Q9UM07 whole entry, looked up): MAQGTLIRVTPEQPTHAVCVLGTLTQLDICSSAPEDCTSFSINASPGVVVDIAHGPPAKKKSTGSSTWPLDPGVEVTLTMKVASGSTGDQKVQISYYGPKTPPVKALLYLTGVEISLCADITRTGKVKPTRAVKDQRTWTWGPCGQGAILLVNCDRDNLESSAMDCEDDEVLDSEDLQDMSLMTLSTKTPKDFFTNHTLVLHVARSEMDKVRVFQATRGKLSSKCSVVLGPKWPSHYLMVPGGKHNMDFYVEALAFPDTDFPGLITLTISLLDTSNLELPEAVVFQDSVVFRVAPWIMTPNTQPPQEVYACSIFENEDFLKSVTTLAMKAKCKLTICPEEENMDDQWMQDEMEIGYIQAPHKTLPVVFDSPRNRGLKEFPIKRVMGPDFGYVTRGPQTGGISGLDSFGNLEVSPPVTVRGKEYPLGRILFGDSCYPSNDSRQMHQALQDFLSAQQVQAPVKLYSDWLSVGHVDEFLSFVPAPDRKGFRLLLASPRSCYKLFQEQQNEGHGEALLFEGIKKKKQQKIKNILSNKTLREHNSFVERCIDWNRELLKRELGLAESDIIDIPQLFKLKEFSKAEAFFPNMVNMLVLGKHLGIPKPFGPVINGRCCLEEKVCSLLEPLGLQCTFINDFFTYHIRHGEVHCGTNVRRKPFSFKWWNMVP
GSTO1 counter: blocks human GSTO1 in RBBP9 counter-screen. P78417. recombinant GSTO1, activity-based probe fluorescence polarization. inhibition, % at 5.96 µM. 300,000 tested, 1.1% active. AID 1974;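 active = inhibition above the campaign mean inhibition plus 3 SD, cut at about 35% in these data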;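 also: 0% = GSTO1-1 with DMSO and 100% = wells lacking GSTO1-1 enzyme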
PAFAH1B2 inh: blocks human PAF acetylhydrolase 1b catalytic subunit 2 | P68402 | recombinant PAFAH1B2, FP-rhodamine activity probe, fluorescence polarization | inhibition, % at 3.39 µM | 340,000 tested, 1.2% active | AID 492953;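 active = inhibition above the mean of all tested compounds plus 3 SD, cut at about 24% in these data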;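 also: 0% = enzyme with DMSO and 100% = wells lacking PAFAH1B2; many of its hits are not listed in these tables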
LYPLA2 inh: LYPLA2 (human) inhibition in PME1 counter-screen; AID 2177; 320,000 tested, 0.38% active; recombinant LYPLA2, FP-Rh probe fluorescence polarization; O95372; inhibition, % at 5.9 µM;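 active = inhibition above the screen-wide mean plus 3 SD, limit set per campaign, cut at about 26% in these data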;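 also: 0% = LYPLA2 with DMSO and 100% = wells lacking LYPLA2 enzyme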
pPAFAH FP inh: inhibitors of human plasma PAF acetylhydrolase (pPAFAH); Q13093; recombinant pPAFAH, FP-rhodamine probe fluorescence polarization; inhibition, % at 3.39 µM; 330,000 tested, 1.5% active;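 active = inhibition above the mean inhibition across the screen plus 3 SD, cut at about 25% in these data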;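 also: inhibitors block binding of the rhodamine activity-based probe so polarization drops; 0% = enzyme with DMSO and 100% = wells lacking pPAFAH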
LYPLA1 counter: counter-screen for PME1 inhibitors: inhibitors of human LYPLA1 | O75608 | recombinant LYPLA1, FP-Rh probe fluorescence polarization | inhibition, % at 5.9 µM | 320,000 tested, 0.16% active;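 active = inhibition above the mean of all tested compounds plus 3 SD, set per campaign, cut at about 14% in these data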;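 also: inhibitors block serine hydrolase probe labeling of LYPLA1 so polarization falls; 0% = enzyme with DMSO and 100% = wells lacking LYPLA1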
PAFAH1B3 FP inh: blocks human PAF acetylhydrolase 1B catalytic subunit 3; recombinant PAFAH1B3, FP-rhodamine probe, fluorescence polarization; inhibition, % at 3.39 µM; 340,000 tested, 0.28% active; AID 492972;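 active = inhibition above the screen-wide average of all tested compounds plus 3 SD, cut at about 25% in these data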;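 also: 0% = enzyme with DMSO only and 100% = wells lacking PAFAH1B3 protein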
Numbers without * were called inactive; / = no result given.

SMILES | PREPL inh | PME-1 primary | PAD4 FP inh | GSTO1 counter | PAFAH1B2 inh | LYPLA2 inh | pPAFAH FP inh | LYPLA1 counter | PAFAH1B3 FP inh
O=C(CC1S/C(=N/N=C/c2cccs2)NC1=O)Nc1ccc(Cl)cc1 (configuration not stated) | -15 | -6 | 1 | 16 | 4 | -5 | 15 | -7 | 1
Cc1ccc(-c2cc(C(=O)N3CCCC3)no2)cc1 | 0 | 2 | 1 | 2 | -3 | -5 | 2 | 1 | 15
CCCCn1nc2cc(C(=O)NCCc3ccc(C)cc3)ccc2c1OCC | 6 | 3 | 3 | -2 | 9 | 7 | 2 | 0 | 4
Cc1nc(SCC(=O)Nc2c(C)n(C)n(-c3ccccc3)c2=O)nc(C)c1C | 3 | 1 | -3 | -3 | 0 | -2 | 3 | 0 | 3
Cc1ccc2c(CN3CCN(S(=O)(=O)c4ccc5c(c4)OCCO5)CC3)cc(=O)oc2c1C | -5 | 0 | 2 | 5 | 3 | -2 | -8 | -5 | -2
COC(=O)C1=C(C)N(c2ccc(OC)c(OC)c2)C(=O)/C1=C\c1cccs1 | 2 | -9 | 2 | 3 | 5 | -4 | -8 | -3 | 6
CCOC(=O)CC(=O)Nc1nc2ccccc2s1 | -15 | -6 | 1 | -11 | -2 | 3 | 2 | 3 | -6
O=C(Nc1ncccn1)C1=C(O)c2ccccc2S(=O)(=O)N1Cc1ccccc1 | 8 | -5 | -4 | -13 | 3 | 2 | 4 | 1 | 3
CN(C)CCNc1cnn(-c2ccccc2)c(=O)c1Cl | 1 | 0 | -2 | 6 | 2 | 0 | 6 | 2 | 11
C=C(C)c1cccc(C(C)(C)NC(=O)N2CCN(C/C=C/c3ccccc3)CC2)c1 | -11 | -6 | 5 | 5 | 2 | 6 | 21 | -1 | 2
CCN(C[C@H]1N[C@@](CC)(C(=O)OC)[C@H]2C(=O)N(Cc3ccccc3)C(=O)[C@@H]12)C(=O)c1ccc(F)cc1 | 12 | / | -1 | / | 5 | / | 1 | / | 2
Cc1[nH]n(C)c(=O)c1C(=O)c1c(-c2ccccc2Cl)noc1C | -5 | 1 | 1 | -5 | 0 | -3 | 3 | -1 | 3
CCOC(=O)C(CC)Sc1ccc2nnc(CCNS(=O)(=O)c3ccccc3)n2n1 (configuration not stated) | -10 | 1 | -3 | 15 | 4 | 3 | 2 | 2 | 3
O=C1Cc2ccccc2C(=O)N1CCc1ccccc1 | 6 | 2 | -21 | 25 | 4 | 1 | 14 | 3 | 7
OC(COCC1COc2ccccc2O1)CN1CCc2ccccc2C1 (configuration not stated) | 11 | 5 | 2 | 4 | 5 | -4 | -2 | 3 | 3
Cc1ccc(OCCN2C(=O)NC3(CCc4ccccc4C3)C2=O)cc1 (configuration not stated) | -68 | -7 | -2 | 0 | 1 | -5 | 5 | -6 | -3
Cc1cc(-n2c(C)cc(C(=O)CN3C(=O)C(=O)N(C)C3=O)c2C)no1 | 7 | / | 0 | / | -1 | / | -1 | / | 3
Cn1c(-n2c(CCCN3C(=O)c4ccccc4C3=O)nc3ccccc3c2=O)nc2ccccc21 | 11 | -8 | -4 | 1 | 2 | 4 | -2 | 4 | 2
O=C(/C=C/c1ccco1)Nc1ccc2nn(-c3ccccc3)nc2c1 | -3 | -34 | -6 | -25 | -9 | -26 | 10 | -24 | -7
CCC(CC)C(=O)NCCNC(=O)C(CC)CC | -8 | -4 | 1 | 2 | -1 | 4 | 4 | 3 | 12
CCOc1cc(/C=C(\C#N)C(N)=O)ccc1OS(=O)(=O)c1ccccc1 | -5 | 0 | -3 | -17 | 1 | 0 | 5 | -2 | 5
CCC(CC)C(=O)NCc1cccnc1 | 5 | -2 | 0 | -4 | 2 | -2 | 1 | 0 | -2
O=C(Nc1nc2ccccc2[nH]1)c1ccccc1F | -1 | 2 | -2 | -11 | 4 | 0 | 6 | 1 | -6
O=S(=O)(NCc1cccs1)c1ccccc1Cl | -9 | 9 | -4 | 4 | 0 | 2 | 3 | -1 | -6
Cc1cccc(OCCOCCSc2ncccn2)c1 | 0 | 1 | -3 | -11 | 2 | 12 | 2 | 5 | -1

The list goes on (2 carried over from the part before).
SMILES | PREPL inh | PME-1 primary | PAD4 FP inh | GSTO1 counter | PAFAH1B2 inh | LYPLA2 inh | pPAFAH FP inh | LYPLA1 counter | PAFAH1B3 FP inh
O=S(=O)(NCc1cccs1)c1ccccc1Cl | -9 | 9 | -4 | 4 | 0 | 2 | 3 | -1 | -6
Cc1cccc(OCCOCCSc2ncccn2)c1 | 0 | 1 | -3 | -11 | 2 | 12 | 2 | 5 | -1
COc1ccc(S(=O)(=O)N2CCC(C(=O)N3CCN(C)CC3)CC2)cc1OC | 10 | -3 | -6 | -1 | -2 | -1 | 3 | -3 | -4
COc1ccc(C(=O)Nc2ccc(NC(C)=O)cc2)cc1S(=O)(=O)N1CCCC1 | 0 | 6 | 0 | / | 2 | 8 | -1 | 3 | -2
CC1SCCN1S(=O)(=O)c1ccc2ccccc2c1 (configuration not stated) | 11 | 4 | 0 | 2 | 6 | 1 | 1 | -2 | 12
Clc1ccc(-c2nc(/C=N/N3CCOCC3)c3ccccn23)cc1 | 6 | 7 | -5 | 3 | 2 | 4 | 6 | -1 | 4
CC1CCCCN1CCNC(=O)CC1Oc2ccccc2NC1=O (configuration not stated) | -8 | 1 | -6 | 2 | 1 | 0 | 7 | 4 | 14
CC1CN(C(=O)c2ccccc2NS(=O)(=O)c2ccc(Cl)cc2)CC(C)O1 (configuration not stated) | 5 | / | 4 | / | 1 | / | -1 | / | 8
CCCc1nnc(NC(=O)CCC(=O)NCc2ccccc2OC)s1 | 5 | 0 | -4 | 1 | 0 | 2 | 2 | 0 | -1
C[C@H](OC(=O)c1[nH]cnc1C(=O)N1CCN(C(=O)OC(C)(C)C)CC1)c1ccccc1 | 4 | / | 6 | / | 9 | / | 3 | / | 10
Cc1c(C(=O)NCc2cccnc2)oc2ccc(S(=O)(=O)N3CCCCCC3)cc12 | 4 | -2 | -4 | -7 | -3 | 3 | 4 | -4 | 8
O=C(COC(=O)Cc1cccc(C(F)(F)F)c1)NC1CCS(=O)(=O)C1 (configuration not stated) | -2 | 2 | 1 | 19 | 6 | 4 | 0 | -1 | 10
Cc1c(C(=O)N2CCCCCC2)c(S(=O)(=O)Nc2ccc(F)cc2)c(C)n1C | -3 | 2 | 0 | 4 | 2 | -7 | 3 | -1 | 4
COc1ccc(S(=O)(=O)N(C)C)cc1NC(=O)CSc1nncs1 | 15 | 0 | 3 | 1 | 5 | 5 | 2 | 3 | 3
O=C(NC1CC1)c1cc2c(s1)CS(=O)(=O)C2 | 0 | -3 | -1 | 0 | -5 | 6 | 1 | 1 | 4
Cc1cc(C)cc(-n2c(C)c3c(C)nnc(C)c3c2C)c1 | 22 | 6 | -8 | 0 | -3 | 1 | 0 | 1 | 1
O=C(Cn1ccc(NC(=O)OCc2ccccc2)nc1=O)NCc1nc2ccccc2[nH]1 | -9 | -5 | 1 | / | -1 | -3 | -3 | 0 | -1
O=C(N/N=C(\c1ccccc1)c1cccnc1)c1cccc(F)c1 | 1 | 5 | -1 | 1 | 0 | 3 | 6 | 3 | 3
Cc1cc(C)cc(Oc2ccc(-c3nnc(-c4ccccc4)o3)cc2[N+](=O)[O-])c1 | -5 | 0 | 1 | -1 | -1 | -2 | 4 | 2 | 1
COCCn1nnnc1C(C(C)C)N1CCC(Cc2ccccc2)CC1 (configuration not stated) | 0 | -5 | -5 | 1 | -3 | 1 | 11 | -2 | 7
C(=C\c1nnc2c3ccccc3ncn12)/c1ccccc1 | 0 | -41 | -4 | -15 | -7 | 0 | 0 | -8 | -3
Cc1cc(Br)cc2c1NC(=O)C2(c1c(C)n(C)n(-c2ccccc2)c1=O)c1c(C)n(C)n(-c2ccccc2)c1=O | 7 | 1 | -1 | 3 | 6 | 6 | 8 | 2 | 2
CCCCCn1c(NC2CCCCC2)nc2c1c(=O)[nH]c(=O)n2C | 4 | -2 | 0 | -4 | 2 | 12 | 8 | 2 | 1
CC1=C(C(=O)c2ccccc2)C(c2cccc([N+](=O)[O-])c2)NC(=S)N1 (configuration not stated) | -2 | 4 | -5 | -1 | 5 | 3 | 1 | 0 | 0
CCc1cccc(NC(=O)C(NC(=O)C2CCCCC2)C(C)C)c1 (configuration not stated) | 6 | -2 | -1 | 9 | 2 | -2 | 7 | -3 | 3
COc1ccc(NC(=O)Nc2cnccn2)cc1 | 13 | -2 | -2 | 9 | 1 | 6 | 1 | 3 | 1
COc1ccc(CCNC(=O)C2CCCN2S(=O)(=O)c2ccc(F)cc2)cc1OC (configuration not stated) | -4 | 1 | -1 | 9 | 6 | -2 | 7 | -3 | 9
Additional records
SMILES | PREPL inh | PME-1 primary | PAD4 FP inh | GSTO1 counter | PAFAH1B2 inh | LYPLA2 inh | pPAFAH FP inh | LYPLA1 counter | PAFAH1B3 FP inh
O=C(NC1(C(F)(F)F)C(=O)Nc2c1c(=O)[nH]c(=O)n2Cc1ccco1)C1CC1 (configuration not stated) | 14 | -2 | 3 | -3 | 0 | 0 | 3 | -2 | 12
CC1=NN(c2ccccc2)C(=O)C1N=Nc1ccccc1 (configuration not stated) | 16 | 0 | -2 | 1 | 1 | -2 | 3 | -1 | 7
NC(=NCCc1ccccc1)NS(=O)(=O)c1cccs1 | 0 | 5 | 1 | -3 | 9 | 9 | -1 | 4 | 2
O=C(CCCc1c[nH]c2ccccc12)N1CCN(S(=O)(=O)c2cccs2)CC1 | 6 | 7 | -1 | -2 | 9 | 2 | 4 | 1 | 7
CCCCc1ccc(NC(=O)c2cnccn2)cc1 | -16 | -4 | -1 | 0 | 0 | 2 | 7 | 1 | 3
CCC1CCCCN1C(=S)NC(=O)c1cc(S(=O)(=O)N2CCOCC2)ccc1C (configuration not stated) | 7 | -1 | 2 | -4 | 7 | 7 | 4 | 0 | 1
CC1=CC(C)(C)N(S(=O)(=O)c2ccc(F)cc2)c2ccccc21 | 7 | -1 | -1 | 0 | 2 | -1 | 2 | 0 | 5
COC(=O)c1ccccc1NC(=O)CN(C)Cc1ccccc1 | 3 | -6 | 0 | -1 | 2 | 1 | 2 | -4 | -1
CCOC(=O)N1CCN(C(=S)NC(=O)c2ccnn2C)CC1 | 6 | 2 | -7 | -3 | 4 | -4 | -2 | 1 | 7
CCN1CCN(c2nc(Nc3cccc(C)c3)nc(N)c2[N+](=O)[O-])CC1 | -41 | 1 | -2 | -1 | 8 | -4 | -2 | -3 | 0
CC/C(O)=C(/C#N)c1nnc2n1CCCCC2 | 9 | -4 | 2 | 6 | 2 | 3 | 5 | -2 | 2
COc1ccc(CN2CCN(C3CCC3)CC2CCO)c(C)c1C (configuration not stated) | -15 | 0 | 1 | 8 | -2 | 2 | -1 | -1 | 9
c1ccc2c(c1)NCCS2 | -4 | -6 | 1 | 1 | 6 | -4 | 0 | -3 | -4
CNC(=S)Nc1cc(C)ccc1OC(F)F | 6 | -5 | 1 | 7 | 2 | 4 | 1 | 0 | 0
O=C(CC1C(=O)NCCN1Cc1c(F)cccc1Cl)NC1CCCC1 (configuration not stated) | -2 | -6 | -4 | -2 | 2 | 0 | -2 | -2 | 10
O=C(CSc1nnc(-c2ccccc2F)o1)NC1CCCCC1 | 4 | -1 | 4 | 3 | 0 | 0 | -1 | -3 | -2
COc1cc(CNC23CC4CC(CC(C4)C2)C3)ccc1OCc1ccccc1 | 29 | -6 | -5 | -2 | -2 | -1 | 0 | -1 | 5

Only part of the results is shown, so the mix of outcomes need not match the whole.
